PLAP inhibitors HTS: PLAP enzyme inhibitors, biochemical, luminescence, HTS (AID 690); one-dose inhibition, % at 20 µM; IC50 in µM for titrated hits; 96,000 tested, 0.08% active; Alkaline phosphatase, placental type (Homo sapiens); purified PLAP, luminescent substrate; higher % means a stronger effect; in the data active = a potency from the dose series; inactive = the rest, 99 in 100 with inhibition below about 30%; note: strong numbers were not always called active
Bcl-B displacement: displacers of TR3 peptide from Bcl-B, primary screen, selectivity assay for Bfl-1 inhibitor project, biochemical, fluorescence polarization. Bcl-2-like protein 10 (Homo sapiens). FP displacement of FITC-TR3 peptide from Bcl-B; higher % means a stronger effect. displacement, % at 20 µM, or IC50 in µM where a hit was titrated. 96,000 tested, 0.11% active;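 active = displacement above 50% at 20 µM plus a fluorescence interference ratio under 1.5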;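 note: plate controls were wells without compound for no effect and wells lacking Bcl-B protein for full effect; a part of the inactive calls stands beside numbers as strong as those of hits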
NFkB transloc inh: inhibitors of IL-1B driven NFkB p65 nuclear import, primary screen, imaging, HUVEC, IL-1B stimulus, high-content imaging | HUVEC IL-1B NFkB p65 nuclear translocation imaging | inhibition, % at 2 µM | 94,000 tested, 0.43% active;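 active = inhibition above about 30% together with a positive call from visual inspection of the well image, limit read from the data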;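 note: nuclear over cytoplasmic p65 intensity ratio measured by imaging; 0% = IL-1B stimulated DMSO wells and 100% = unstimulated DMSO wells; values of inactives mirror those of a sister screen read the other way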
NFkB transloc pot: enhancers of NFkB p65 translocation in HUVEC – imaging, IL-1B stimulus, high-content imaging, primary screen; 94,000 tested, 0.3% active; activation, % at 2 µM; HUVEC IL-1B NFkB p65 nuclear translocation imaging; AID 819, 2007;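 active = activation above 40%, about the mean plus 3 SD, also judged a hit on visual image review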;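 note: percent activation is computed from the nuclear over cytoplasmic p65 intensity ratio; values of inactives mirror those of a sister screen read the other way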
MRP reversal: reversal of MRP1-mediated doxorubicin resistance, primary screen, H69AR cells, doxorubicin co-treatment | H69AR cells + 2 uM doxorubicin, CellTiter-Glo, 72 h | differential viability (reversal), % at 10 µM | 85,000 tested, 0.04% active;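 active = viability drop by adding the cancer drug above about 55%, with treated viability meeting a 40% cutoff, limit read from the data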;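 note: viability without doxorubicin minus viability with 2 µM doxorubicin for each compound; larger differential means the compound sensitizes cells more to doxorubicin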
MRP reversal cytotoxicity: further read-out of MRP reversal, marked with its call; viability, %; H69AR cells, CellTiter-Glo, 72 h; measured here: cytotoxicity without doxorubicin
MRP reversal with doxorubicin: further read-out of MRP reversal, marked with its call; viability, %; measured here: viability with 2 uM doxorubicin; hits give low values
NFkB transloc inh cell count 2 µM: recorded beside NFkB transloc inh, whose call it bears; cell count; measured here: cells passing quality filter;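 raw number of nuclei counted in each imaged well without normalization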
NFkB transloc pot cell count 2 µM: recorded beside NFkB transloc pot, whose call it bears; cell count; measured here: cells passing quality filter
* = called active by the depositor; . = not tested or not shown. A portion of the library; count on the stated rates, not on these rows.

The line under a structure holds: PLAP inhibitors HTS	Bcl-B displacement	NFkB transloc inh	NFkB transloc inh cell count 2 µM	NFkB transloc pot	NFkB transloc pot cell count 2 µM	MRP reversal	MRP reversal cytotoxicity	MRP reversal with doxorubicin
(1) CC(=O)N1CCCc2cc(S(=O)(=O)N(CC(C)C)CC(C)C)ccc21
  -43%	-6%	.	.	.	.	-2	83	85
(2) CC(=O)c1cc(-c2ccccc2)n(CC(=O)N2CCCCC2)c1C
  -54%	-4%	4	61	-4	61	7	82	75
(3) Cc1cc(C)cc(OCC(O)CN2C(=O)NC(C)(C)C2=O)c1 (configuration not stated)
  -46%	102%	.	.	.	.	-12	95	107
(4) O=C1CC(N2CCN(C/C=C/c3ccccc3)CC2)C(=O)N1CCc1ccccc1 (configuration not stated)
  -53%	-2%	5	81	-5	81	6	99	92
(5) Cc1ccccc1CS(=O)(=O)Cc1ccc(C(=O)NCCCN2CCCC2=O)o1
  2%	7%	-15	110	15	110	1	93	92
(6) CCOC(=O)c1ccc(NS(=O)(=O)c2cc(-c3nnnn3C(C)C)ccc2OC)cc1
  -63%	-4%	10	79	-10	79	6	70	65
(7) CC1(C)Cc2c(c(N3CCOCC3)nc3sc4c(N5CCOCC5)nnnc4c23)CS1
  -1%	3%	-10	129	11	129	.	.	.
(8) CN(C)CCNC(=O)c1cc2cc(Br)ccc2oc1=O
  -15%	-1%	.	.	.	.	-9	98	106
(9) COc1ccccc1Nc1nc(NCCO)c2ccccc2n1
  19%	-5%	-11	228	11	228	-1	68	69
(10) Cc1cccc(C)c1NC(=O)CCCSc1nnc(-c2ccco2)o1
  .	1%	-22	126	21	126	2	98	95
(11) O=C(NC(=S)Nc1ccc2c(c1)OCCO2)c1ccccc1
  18%	-3%	-10	134	10	134	.	.	.
(12) CCOC(=O)N1CCC(NC(=O)CCc2c(C)nc3ncnn3c2C)CC1
  10%	-6%	-32	122	33	122	-3	86	88
(13) CCC1(C(=O)O)NC(c2cc(OC)ccc2O)C2C(=O)N(Cc3ccccc3)C(=O)C21 (configuration not stated)
  -9%	5%	-13	66	13	66	0	96	96
(14) COc1ccc(N2C(=O)CC(n3c(CCCCO)nc4ccccc43)C2=O)cc1 (configuration not stated)
  10%	-7%	-2	155	2	155	7	103	96
(15) COC(=O)C1CCN(c2cc(=O)n(-c3ccccc3Cl)c(=O)[nH]2)CC1
  -33%	-4%	.	.	.	.	7	92	85
(16) O=C(CSc1nnnn1-c1ccccc1)Nc1nsc(-c2ccc(Cl)cc2)n1
  13%	-9%	.	.	.	.	-4	86	90
(17) COc1ccc(OC)c(NC(=O)CCN2CCCC(C)C2)c1 (configuration not stated)
  8%	2%	0	151	0	151	2	89	87
(18) CCCCS(=O)(=O)N1CN(S(=O)(=O)CCCC)C2NC(=O)NC21 (configuration not stated)
  -9%	0%	9	78	-9	78	9	102	92
(19) CCC(C)NS(=O)(=O)c1ccc(OCC(=O)N2CCC(C)CC2)cc1 (configuration not stated)
  .	.	4	98	-4	98	5	92	87
(20) COc1cc(CSc2ncn[nH]2)c(OC)cc1CSc1ncn[nH]1
  -11%	5%	-18	111	18	111	3	98	95

Full records as entered above:
Shown for CCCCS(=O)(=O)N1CN(S(=O)(=O)CCCC)C2NC(=O)NC21 (configuration not stated) → PLAP inhibitors HTS: -9%; Bcl-B displacement: 0%; NFkB transloc inh: 9; NFkB transloc inh cell count 2 µM: 78; NFkB transloc pot: -9; NFkB transloc pot cell count 2 µM: 78; MRP reversal: 9; MRP reversal cytotoxicity: 102; MRP reversal with doxorubicin: 92
Shown for CC(=O)N1CCCc2cc(S(=O)(=O)N(CC(C)C)CC(C)C)ccc21 → PLAP inhibitors HTS: -43%; Bcl-B displacement: -6%; NFkB transloc inh: .; NFkB transloc inh cell count 2 µM: .; NFkB transloc pot: .; NFkB transloc pot cell count 2 µM: .; MRP reversal: -2; MRP reversal cytotoxicity: 83; MRP reversal with doxorubicin: 85
Shown for CN(C)CCNC(=O)c1cc2cc(Br)ccc2oc1=O → PLAP inhibitors HTS: -15%; Bcl-B displacement: -1%; NFkB transloc inh: .; NFkB transloc inh cell count 2 µM: .; NFkB transloc pot: .; NFkB transloc pot cell count 2 µM: .; MRP reversal: -9; MRP reversal cytotoxicity: 98; MRP reversal with doxorubicin: 106

(list continues)
The line under a structure holds: PLAP inhibitors HTS	Bcl-B displacement	NFkB transloc inh	NFkB transloc inh cell count 2 µM	NFkB transloc pot	NFkB transloc pot cell count 2 µM	MRP reversal	MRP reversal cytotoxicity	MRP reversal with doxorubicin
(21) COc1ccccc1-c1nc(C(N)=O)c2[nH]c(=O)n(-c3cccc(C)c3)c2n1
  -42%	-2%	0	96	0	96	.	.	.
(22) COc1cccc(OC)c1OCC(O)CN1CCN(c2ccccc2)CC1 (configuration not stated)
  -13%	4%	0	122	0	122	.	.	.
(23) CCCCS/C(N)=N/N=C/c1ccccc1O
  6%	5%	-24	206	24	206	11	99	88
(24) COc1ccc(N(CC(O)CN2C(=O)NC(C)(C)C2=O)S(=O)(=O)c2ccc(C)cc2)cc1 (configuration not stated)
  -53%	-1%	-2	209	2	209	0	88	88
(25) CC1CCCCN1CCCNC(=O)c1ccc2c(=O)n(CCc3ccccc3)c(=O)[nH]c2c1 (configuration not stated)
  -33%	-8%	-6	199	6	199	11	94	83
(26) Cc1nc2oc3c(NCC4CCCO4)ncnc3c2c2c1COC(C)(C)C2 (configuration not stated)
  -28%	-3%	-7	109	7	109	.	.	.
(27) Cc1cc(-c2ccco2)n(CC(=O)NCCN(C)C)n1
  5%	1%	2	178	-2	178	-5	93	98
(28) Cn1cc(CNC(=O)c2sc3cccc(Cl)c3c2Cl)cn1
  .	.	-7	109	7	109	10	96	85
(29) COC(=O)c1ccccc1NC(=O)c1cc(-c2ccc(OC)c(OC)c2)on1
  .	.	10	137	-9	137	.	.	.
(30) Cc1c(C(=O)NCc2cccnc2)oc2ccc(S(=O)(=O)N3CCCC(C)C3)cc12 (configuration not stated)
  -43%	-5%	.	.	.	.	-5	84	89
(31) CC(NC(=O)Cn1cnc2c1c(=O)n(C)c(=O)n2C)c1ccccc1 (configuration not stated)
  -8%	11%	1	110	-1	110	-3	94	97
(32) O=c1cc(C(F)(F)F)oc2c1ccc1ccccc12
  .	.	-12	153	12	153	-2	96	98
(33) COC(=O)c1sc2cnccc2c1N
  26%	5%	-14	27	14	27	-7	91	98
(34) O=C1c2ccccc2C(=O)N1CCSc1ncn[nH]1
  .	.	2	90	-2	90	-1	100	101
(35) Cc1noc(C)c1CSc1nnc2scc(-c3ccc(Cl)cc3)n12
  7%	-1%	-19	119	19	119	-4	68	73
(36) CCOc1ccc(-c2nnn(CCC(=O)O)n2)cc1OC
  -19%	-6%	-9	178	9	178	-11	93	105
(37) COCCNC(=O)c1onc(CSc2cc(C)ccc2C)c1C(=O)O
  -17%	1%	-8	85	8	85	.	.	.
(38) COc1cc(/C=N/NC(=O)c2ccncc2)ccc1OC(=O)c1ccc([N+](=O)[O-])cc1
  -2%	15%	16	77	-16	77	.	.	.
(39) Cc1cc(C)cc(NC(=O)Cn2c(=O)oc3cc(S(=O)(=O)N4CCC(C)CC4)ccc32)c1
  6%	-31%	15	145	-15	145	7	80	73
(40) COc1ccc(S(=O)(=O)C(C#N)c2nc3ccccc3nc2N2CCC(C)CC2)cc1 (configuration not stated)
  -15%	8%	.	.	.	.	8	94	86

The line under a structure holds: PLAP inhibitors HTS	Bcl-B displacement	NFkB transloc inh	NFkB transloc inh cell count 2 µM	NFkB transloc pot	NFkB transloc pot cell count 2 µM	MRP reversal	MRP reversal cytotoxicity	MRP reversal with doxorubicin
(41) COC(=O)CSc1nnc(-c2cccnc2)o1
  20%	7%	8	133	-8	133	-9	88	97
(42) Cc1ccc(NC(=O)c2ccccc2OCC(=O)c2ccccc2)cc1
  14%	6%	-10	170	10	170	.	.	.
(43) FC(F)(F)c1nc(-c2ccncc2)ncc1-c1nnnn1-c1ccccc1
  -7%	2%	-9	171	9	171	.	.	.
(44) CCS(=O)(=O)NCC(c1cccnc1)N1CCN(c2ccccc2OC)CC1 (configuration not stated)
  4%	5%	.	.	.	.	12	105	93
(45) CC(C)Nc1nc(Oc2ccc(Cl)cc2)cc(C(F)(F)F)n1
  -11%	7%	-15	164	15	164	.	.	.
(46) COCCn1c(SCC(=O)Nc2sc(C)c(C)c2C#N)nnc1-c1ccc(OC)cc1
  -25%	-8%	-2	173	2	173	-7	73	80
(47) CC1C/C(=N/N=C2/NC(=O)CS2)CC(C)(C)C1 (configuration not stated)
  -6%	-4%	-18	176	18	176	.	.	.
(48) CCCC(=O)OCC(=O)Nc1ccc(OC(F)F)cc1
  12%	-1%	4	158	-4	158	.	.	.
(49) COCCOc1ccc(C(F)(F)F)cc1NC(=O)COC(=O)c1c(C)noc1C
  6%	-11%	-33	139	33	139	-8	60	68
(50) COCCCNC(=O)CSc1ccc(Cl)cc1
  4%	-4%	-4	128	4	128	.	.	.
(51) Cc1ccc(-c2nc(C#N)c(NCc3cccc4c3OCO4)o2)cc1
  7%	0%	-38	120	38	120	4	95	91
(52) O=C(NCC(=O)N(c1ccccc1F)C(C(=O)NCC1CCCO1)c1ccccc1)c1ccco1 (configuration not stated)
  -16%	-13%	2	188	-2	188	8	93	85
(53) COc1ccc(/C=C\C(=O)CC(O)(c2ccccc2)C(F)(F)F)cc1 (configuration not stated)
  29%	-4%	.	.	.	.	0	1	1
(54) CC1CN(c2nc3c(c(=O)[nH]c(=O)n3C)n2Cc2ccccc2F)CC(C)O1 (configuration not stated)
  -30%	-11%	.	.	.	.	6	83	78
(55) Cc1ccc(NS(=O)(=O)c2ccc(CCC(=O)NCCO)cc2)cc1
  -5%	4%	6	138	-6	138	2	97	94
(56) CC(C)c1cc(Nc2cccc(O)c2)cc(C(C)C)c1O
  -14%	-22%	5	198	-5	198	11	87	76
(57) Clc1ccc(C2=Nn3c(nnc3-c3n[nH]c4c3CCC4)SC2)cc1Cl
  .	.	-9	166	9	166	.	.	.
(58) CC(=O)Nc1ccc(S(=O)(=O)N2CCN(CCC#N)CC2)cc1
  -14%	-3%	.	.	.	.	-6	98	104
(59) CCCCOc1ccc(C(=O)NCC(=O)OC2CCOC2=O)cc1 (configuration not stated)
  18%	1%	-20	183	20	183	.	.	.
(60) COc1cccc(N(CC(=O)NCCSc2ccccc2)S(C)(=O)=O)c1
  8%	-14%	-1	141	1	141	21	92	71

The line under a structure holds: PLAP inhibitors HTS	Bcl-B displacement	NFkB transloc inh	NFkB transloc inh cell count 2 µM	NFkB transloc pot	NFkB transloc pot cell count 2 µM	MRP reversal	MRP reversal cytotoxicity	MRP reversal with doxorubicin
(61) Cn1c(Cc2csc(N)n2)nnc1SCC(=O)NC1CCCCC1
  -34%	3%	1	139	-1	139	.	.	.
(62) O=C(c1ccc(S(=O)(=O)N2CCOCC2)cc1)N1CCN(c2ccccc2F)CC1
  -40%	-5%	0	177	0	177	-3	90	94
(63) Cc1noc(C)c1C(=O)Nc1nnc(-c2ccccc2)s1
  0%	-12%	12	77	-12	77	9	94	85
(64) O=C(CS(=O)(=O)c1cn(Cc2ccc(F)cc2)c2ccccc12)N1CCCCC1
  .	.	-13	124	13	124	-2	86	88
(65) COc1cccc(Cn2c(NCc3cccnc3)nc3c2c(=O)n(C)c(=O)n3C)c1
  -32%	-8%	-4	137	4	137	13	97	84
